NALP1 yeast inh: NALP1 inhibition. S. cerevisiae NALP1/ASC/caspase-1 growth, X-gal OD620, 72 h. inhibition, % at 10 µM. 280,000 compounds, 0.61% hits. AID 2071; in the data active means inhibition mostly above about 24%, no sharp cut-off; inactive means mostly below about 32%; further: some compounds called inactive have numbers as strong as hits
GPR7 antagonist: human neuropeptides B/W receptor 1 antagonism. P48145. GPR7-expressing cells, fluorescence antagonist assay. inhibition, % at 4.4 µM. 290,000 compounds, 1.1% hits. AID 1861; in the data active means inhibition above about 16%, passing the limit was not always enough;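 further: cells stimulated with the agonist NPW; 0% = agonist with vehicle and 100% = vehicle without agonist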
Target sequence (P48145 whole entry, looked up): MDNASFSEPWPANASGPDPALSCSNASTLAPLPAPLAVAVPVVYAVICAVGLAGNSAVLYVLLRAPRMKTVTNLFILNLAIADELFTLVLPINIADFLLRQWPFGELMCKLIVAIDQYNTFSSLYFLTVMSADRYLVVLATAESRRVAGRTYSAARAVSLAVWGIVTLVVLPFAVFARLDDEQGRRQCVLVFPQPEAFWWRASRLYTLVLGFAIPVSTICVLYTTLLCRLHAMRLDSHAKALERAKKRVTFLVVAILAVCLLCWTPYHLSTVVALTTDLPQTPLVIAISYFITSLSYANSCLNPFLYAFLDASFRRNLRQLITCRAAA
OXTR potentiate: potentiates the human oxytocin receptor response. P30559. CHO-OTR cells, Fluo-8 calcium fluorescence, potentiator mode; 0% = oxytocin EC15, 100% = EC100. activation, % at 3 µM. 320,000 compounds, 0.061% hits;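 active means activation above that plate's cutoff, the mean activation of tested compounds plus 3 SD, cut at about 6.6% in these data, passing the limit was not always enough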;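 further: 100% uses oxytocin at 75 nM as the full agonist control; some results filed as inactive read as strong as hits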
Target sequence (P30559 whole entry, looked up): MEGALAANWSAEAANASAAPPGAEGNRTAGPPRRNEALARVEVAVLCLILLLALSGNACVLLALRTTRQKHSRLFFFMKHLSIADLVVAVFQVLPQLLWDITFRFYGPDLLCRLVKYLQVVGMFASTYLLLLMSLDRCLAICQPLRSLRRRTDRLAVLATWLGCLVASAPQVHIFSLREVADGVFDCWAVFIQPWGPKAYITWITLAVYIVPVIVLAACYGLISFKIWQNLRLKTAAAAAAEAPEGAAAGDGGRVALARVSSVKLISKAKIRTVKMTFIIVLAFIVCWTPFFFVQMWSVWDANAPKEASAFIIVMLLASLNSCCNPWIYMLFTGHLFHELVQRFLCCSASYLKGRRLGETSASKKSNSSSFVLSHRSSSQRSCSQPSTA
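Assay system: CHO cell line stably expressing human OTR. Reagent: EC15 oxytocin agonist. Dosing: single dose, 3.0 µM nominal final compound concentration. Timing: compound 6 min at room temperature before oxytocin, 100 s read. Signal: kinetic Fluo-8 calcium fluorescence. Controls: oxytocin EC15 low and EC100 high.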
PfM18AAP inh: blocks P. falciparum M18 aspartyl aminopeptidase; recombinant PfM18AAP, H-Glu-NHMec fluorogenic cleavage; inhibition, % at 7.35 µM; 290,000 compounds, 1.2% hits;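 active means inhibition above the campaign mean inhibition over all tested compounds plus 3 SD, cut at about 28% in these data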;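 further: 0% = plate median of test compound wells and 100% = 2 mM ZnCl2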
MEKK2wt PB1 HTS: raises or lowers MEK5 binding to wildtype human MEKK2 PB1 domain; AID 1531; binding response (% of control), % at 10 µM; 290,000 compounds, 1.1% hits; Q9Y2U5; bead flow cytometry, Alexa488-MEK5 binding to MEKK2 WT; actives lie on both sides; in the data active means binding response below about 67% or above about 130%
OXTR agonist: agonists of human oxytocin receptor. CHO-OTR cells, Fluo-8 calcium fluorescence; normalized: DMSO 0%, oxytocin 100%. activation, % at 3 µM. 320,000 compounds, 0.32% hits;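 active means activation above the mean of all tested compounds plus 3 SD, cutoff set per screening run, cut at about 20% in these data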;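 further: peak over basal fluorescence ratio from a 100 s FLIPR kinetic read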
GalR3 antag: human GalR3 antagonism | O60755 | HEK293 GalR3-CNG cAMP membrane potential fluorescence; galR3 body fused to GalR1 C-terminus | inhibition, % at 3 µM | 360,000 compounds, 0.44% hits | AID 651719;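 active means inhibition above the screen-wide average plus 3 SD, cut at about 13% in these data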;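 further: forskolin and galanin both at EC90 stimulate the cells; cAMP rise reported by CNG channel membrane potential dye signal; 0% = forskolin plus galanin with DMSO and 100% = forskolin alone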
Target sequence (O60755 1-299 limits assumed): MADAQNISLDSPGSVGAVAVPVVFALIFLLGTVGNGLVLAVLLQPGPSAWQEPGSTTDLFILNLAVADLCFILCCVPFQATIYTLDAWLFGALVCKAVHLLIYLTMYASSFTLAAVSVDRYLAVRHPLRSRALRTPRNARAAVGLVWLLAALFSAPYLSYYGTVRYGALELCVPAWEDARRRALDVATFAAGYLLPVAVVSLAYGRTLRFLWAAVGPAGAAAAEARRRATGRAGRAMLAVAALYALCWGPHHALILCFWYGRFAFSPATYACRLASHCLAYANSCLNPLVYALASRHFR
MEKK2 mut-MEK5: signal of MEK5 binding to mutant human MEKK2 PB1 domain. bead flow cytometry, Alexa488-MEK5 binding to MEKK2 mutant. percent response, % at 10 µM. 290,000 compounds, 0.35% hits. AID 1530; in the data active means percent response above about 24%, passing the limit was not always enough; further: inactives centre near 1; some results filed as inactive read as strong as hits
V1aR counter: counter-screen for oxytocin receptor agonists: human V1a receptor agonists. P37288. CHO-V1R cells, Fluo-8 calcium fluorescence, agonist mode; 0% DMSO, 100% 3 nM vasopressin. AID 2797. 320,000 compounds, 0.25% hits. activation, % at 3 µM;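 active means activation above the mean activation of all tested compounds plus 3 SD, per screening run, cut at about 20% in these data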;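 further: signal is peak over basal fluorescence ratio across a 100 second FLIPR read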
The depositor's hits bear a star; & = joins results of further samples.

How did COc1ccc(OC)c(NC(=S)NN2CCN(C)CC2)c1 do in these assays?
GPR7 antagonist: -11; OXTR potentiate: -7; PfM18AAP inh: -5; MEKK2wt PB1 HTS: 104; OXTR agonist: 0.0; GalR3 antag: -4; MEKK2 mut-MEK5: 4; V1aR counter: 0.8

Results for O=C(NCc1ccccc1)C1CCCN(S(=O)(=O)c2cccc3nsnc23)C1 (stereo unspecified) ?
NALP1 yeast inh: 2; GPR7 antagonist: -9; OXTR potentiate: -3; PfM18AAP inh: 5; MEKK2wt PB1 HTS: 95; OXTR agonist: 1.4; GalR3 antag: 1; MEKK2 mut-MEK5: 0; V1aR counter: 3.1

Results for Cc1cccc(C)c1C(OCCN(C)C)C1CCCCC1 (stereo unspecified) ?
NALP1 yeast inh: 51*; GPR7 antagonist: 19; OXTR potentiate: -5; PfM18AAP inh: -3; MEKK2wt PB1 HTS: 116; OXTR agonist: 2.3; GalR3 antag: -10; MEKK2 mut-MEK5: 0; V1aR counter: 1.8

What do the screens show for `CCOc1ccc(N(CC(=O)NCCc2ccc(Cl)cc2)S(=O)(=O)c2c(C)[nH]c(=O)[nH]c2=O)cc1`?
NALP1 yeast inh: -5; GPR7 antagonist: -3; OXTR potentiate: -8; PfM18AAP inh: -1; MEKK2wt PB1 HTS: 96; OXTR agonist: -0.5; GalR3 antag: -5; MEKK2 mut-MEK5: -3; V1aR counter: -0.6

How did CN(C)CCN1CCc2ccccc21 do in these assays?
GPR7 antagonist: 0; OXTR potentiate: -2; PfM18AAP inh: -1; MEKK2wt PB1 HTS: 144*; OXTR agonist: 1.3; GalR3 antag: -4; MEKK2 mut-MEK5: 11; V1aR counter: 1.1

Results for COc1cc(C)ccc1S(=O)(=O)N1CCCCCC1 ?
NALP1 yeast inh: -14; GPR7 antagonist: 3; OXTR potentiate: -5; PfM18AAP inh: 5; MEKK2wt PB1 HTS: 88; OXTR agonist: -1.8; GalR3 antag: -2; MEKK2 mut-MEK5: -10; V1aR counter: -1.1

Results for COc1ccc(-c2csc(N(CCCN(C)C)C(=O)c3ccc(C)cc3)n2)cc1 ?
NALP1 yeast inh: -3; GPR7 antagonist: 5; OXTR potentiate: -10; PfM18AAP inh: -4; MEKK2wt PB1 HTS: 127; OXTR agonist: 5.1; GalR3 antag: -12; MEKK2 mut-MEK5: 10; V1aR counter: 3.2

How did O=C(NCCc1c[nH]c2ccc(Cl)cc12)c1cccnc1 do in these assays?
NALP1 yeast inh: 9; GPR7 antagonist: 9; OXTR potentiate: -8; PfM18AAP inh: 10; MEKK2wt PB1 HTS: 102; OXTR agonist: 6.2; GalR3 antag: -5; MEKK2 mut-MEK5: 4; V1aR counter: 3.1

What do the screens show for `C=C(C)CSc1nnc2n(N)c(=O)c3ccccc3n12`?
NALP1 yeast inh: 9; GPR7 antagonist: 16; OXTR potentiate: -2; PfM18AAP inh: 3; MEKK2wt PB1 HTS: 93; OXTR agonist: -0.8; GalR3 antag: -4; MEKK2 mut-MEK5: -20; V1aR counter: 0.4

What do the screens show for `Cc1ccccc1-n1c(C)cc(/C=C2\NC(=O)NC2=O)c1C`?
NALP1 yeast inh: 10; GPR7 antagonist: -4; OXTR potentiate: -2; PfM18AAP inh: -2; MEKK2wt PB1 HTS: 98; OXTR agonist: 1.0; GalR3 antag: 1; MEKK2 mut-MEK5: -2; V1aR counter: 0.5

Results for COc1ccc(NC(=O)Cn2cccc2)cc1Cl ?
NALP1 yeast inh: 5; GPR7 antagonist: -5; OXTR potentiate: -4; PfM18AAP inh: -8; MEKK2wt PB1 HTS: 99; OXTR agonist: 0.6; GalR3 antag: -2; MEKK2 mut-MEK5: -4; V1aR counter: 0.5

Results for CN(C)c1cccc(C(=O)NCCCn2ccc3ccccc32)c1 ?
NALP1 yeast inh: 21; GPR7 antagonist: -4; OXTR potentiate: -3; PfM18AAP inh: 3; MEKK2wt PB1 HTS: 97; OXTR agonist: 0.0; GalR3 antag: -9; MEKK2 mut-MEK5: -5; V1aR counter: -1.2

How did COc1ccc(OC(C)C(=O)NC2CC(C)(C)NC(C)(C)C2)cc1 (stereo unspecified) do in these assays?
NALP1 yeast inh: -5; GPR7 antagonist: -15; OXTR potentiate: -9; PfM18AAP inh: 3; MEKK2wt PB1 HTS: 97; OXTR agonist: -0.6; GalR3 antag: 5; MEKK2 mut-MEK5: 1; V1aR counter: 1.5

How did COC(=O)CCN1CCC(c2cc(-c3cccc(C(F)(F)F)c3)n[nH]2)CC1 do in these assays?
NALP1 yeast inh: 32; GPR7 antagonist: -2; OXTR potentiate: -6; PfM18AAP inh: -16; MEKK2wt PB1 HTS: 114; OXTR agonist: 0.1; GalR3 antag: -9; MEKK2 mut-MEK5: 8; V1aR counter: 0.7

How did COc1ccccc1N1Cc2ccccc2C1 do in these assays?
NALP1 yeast inh: 1; GPR7 antagonist: 23; OXTR potentiate: 0; PfM18AAP inh: 24; MEKK2wt PB1 HTS: 88; OXTR agonist: -1.4; GalR3 antag: -4; MEKK2 mut-MEK5: -4; V1aR counter: -1.1

Results for Cc1nc2sc(C(c3cccs3)N3CCN(C(=O)c4ccco4)CC3)c(O)n2n1 (stereo unspecified) ?
GPR7 antagonist: -7; OXTR potentiate: -2; PfM18AAP inh: 3; MEKK2wt PB1 HTS: 100; OXTR agonist: -0.5; MEKK2 mut-MEK5: 5; V1aR counter: 0.6

Results for O=C(NCc1ccccc1Cl)C1CCCN1C(=O)NC1CCCCC1 (stereo unspecified) ?
NALP1 yeast inh: 14; GPR7 antagonist: -14; PfM18AAP inh: -1; MEKK2wt PB1 HTS: 107; GalR3 antag: -8; MEKK2 mut-MEK5: 9

What do the screens show for `Cc1c(Cl)cccc1N=Cc1ccc([N+](=O)[O-])s1`?
NALP1 yeast inh: -7; GPR7 antagonist: -9; OXTR potentiate: -4; PfM18AAP inh: -4; MEKK2wt PB1 HTS: 105; OXTR agonist: 2.1; GalR3 antag: -6; MEKK2 mut-MEK5: 8; V1aR counter: 1.0

What do the screens show for `CSc1ccc(/C=N/NC(=O)C[n+]2ccccc2)cc1`?
NALP1 yeast inh: -1; GPR7 antagonist: -2; OXTR potentiate: 0; PfM18AAP inh: 0; MEKK2wt PB1 HTS: 107; OXTR agonist: 0.1; GalR3 antag: -11; MEKK2 mut-MEK5: 7; V1aR counter: 0.8

How did NC(=O)Nc1ccc(C(=O)OCC(=O)c2c[nH]c3ccccc23)cc1 do in these assays?
OXTR potentiate: -4; OXTR agonist: 1.2; GalR3 antag: -6; V1aR counter: -0.1

What do the screens show for `CCN(C(=O)CN1CCOCC1)c1c(N)n(Cc2ccccc2)c(=O)[nH]c1=O`?
NALP1 yeast inh: -20; GPR7 antagonist: -8; OXTR potentiate: -5; PfM18AAP inh: -18; MEKK2wt PB1 HTS: 95; OXTR agonist: 0.6; GalR3 antag: 0; MEKK2 mut-MEK5: -4; V1aR counter: 0.5

What do the screens show for `CCOC(=O)c1ccc(NC(=O)c2cc(=O)[nH]c3ccccc23)cc1`?
NALP1 yeast inh: 28; GPR7 antagonist: 11; OXTR potentiate: -2; PfM18AAP inh: -8; MEKK2wt PB1 HTS: 95; OXTR agonist: -0.2; GalR3 antag: -5; MEKK2 mut-MEK5: -5; V1aR counter: -0.1

What do the screens show for `COc1ccccc1NC(=O)CSc1nnc(CC(=O)Nc2cccc(C(F)(F)F)c2)n1C`?
NALP1 yeast inh: 1; GPR7 antagonist: -7; OXTR potentiate: 3; PfM18AAP inh: -4; MEKK2wt PB1 HTS: 100; OXTR agonist: -1.4; GalR3 antag: 4; MEKK2 mut-MEK5: 1; V1aR counter: -0.3

How did O=C(Cc1ccc([N+](=O)[O-])cc1)c1ccc(O)cc1O do in these assays?
NALP1 yeast inh: 47; GPR7 antagonist: 8; OXTR potentiate: -6; PfM18AAP inh: 4; MEKK2wt PB1 HTS: 99; OXTR agonist: 6.0; GalR3 antag: -3; MEKK2 mut-MEK5: -3; V1aR counter: 8.1

What do the screens show for `CC(C(=O)N1CCOCCOCCOCCOCCOCC1)N1C(=O)c2ccccc2C1=O` (stereo unspecified)?
NALP1 yeast inh: -9; GPR7 antagonist: -7; OXTR potentiate: 1; PfM18AAP inh: 0; MEKK2wt PB1 HTS: 96; OXTR agonist: 0.7; GalR3 antag: -2; MEKK2 mut-MEK5: -1; V1aR counter: -0.1

Results for O=C(N/N=C/c1cc([N+](=O)[O-])cc([N+](=O)[O-])c1O)C(O)(c1ccccc1)c1ccccc1 ?
OXTR potentiate: 2; OXTR agonist: -0.8; GalR3 antag: -6; V1aR counter: -0.2

What do the screens show for `COc1ccc([C@H]2CC(=O)C=C(c3cccc(C#N)c3)C2)cc1`?
OXTR potentiate: -6; OXTR agonist: -1.1; GalR3 antag: -3; V1aR counter: -1.5

Results for CCOc1ccc(NC(=O)CN2C(=O)NC(CCc3ccccc3)C2=O)cc1OCC (stereo unspecified) ?
OXTR potentiate: 4; OXTR agonist: 0.3; GalR3 antag: -8; V1aR counter: 0.6

Results for COc1cc(CNCCN(C)C)c(Br)cc1OCC(=O)NCc1ccccc1 ?
NALP1 yeast inh: 22; GPR7 antagonist: -10; OXTR potentiate: -6; PfM18AAP inh: 2; MEKK2wt PB1 HTS: 99; OXTR agonist: -1.1; GalR3 antag: -8; MEKK2 mut-MEK5: 0; V1aR counter: 0.8

How did CN(C)S(=O)(=O)c1cccc(NC(=S)NC2CCCCC2)c1 do in these assays?
NALP1 yeast inh: 2; GPR7 antagonist: -13; OXTR potentiate: -14; PfM18AAP inh: -6; MEKK2wt PB1 HTS: 103; OXTR agonist: 2.5; GalR3 antag: -5; MEKK2 mut-MEK5: 1; V1aR counter: 3.3

How did C=CCN(c1ccccc1)S(=O)(=O)c1cccc(C(=O)NCC(c2cccs2)N2CCOCC2)c1 (stereo unspecified) do in these assays?
OXTR potentiate: -15; OXTR agonist: -2.6; GalR3 antag: 0; V1aR counter: -0.3

What do the screens show for `O=C(COC(=O)c1cccc(S(=O)(=O)N2CCOCC2)c1)Nc1ncc(C(F)(F)F)cc1Cl`?
NALP1 yeast inh: -6; GPR7 antagonist: 0; OXTR potentiate: -3; PfM18AAP inh: -18; MEKK2wt PB1 HTS: 101; OXTR agonist: 1.4; GalR3 antag: -8; MEKK2 mut-MEK5: 0; V1aR counter: 0.9

What do the screens show for `Cc1csc(=Nc2ccc(S(=O)(=O)N3CCOCC3)cc2)n1Cc1ccco1`?
NALP1 yeast inh: -5; GPR7 antagonist: 4; OXTR potentiate: -26; PfM18AAP inh: 5; MEKK2wt PB1 HTS: 97; OXTR agonist: 2.3; GalR3 antag: -4&-5; MEKK2 mut-MEK5: 3; V1aR counter: 4.3

What do the screens show for `CCN(CC)C(=O)[C@H]1CC(CC(=O)NCc2ccc(OC)c(OC)c2)C(=O)N2CCc3c([nH]c4ccccc34)[C@]12C` (stereo partly specified)?
OXTR potentiate: 4; OXTR agonist: -1.5; GalR3 antag: -3; V1aR counter: 0.8

How did O=C(Nc1cccc(S(=O)(=O)N2CCCCC2)c1)c1cc(=O)[nH]c2ccccc12 do in these assays?
OXTR potentiate: -2; OXTR agonist: 1.6; GalR3 antag: -5; V1aR counter: 1.0

From PubChem
